POLH inh: blocks human DNA polymerase eta activity | Q9Y253 | recombinant Pol eta, fluorescent DNA replication assay | Potency, µM (highest dose often 114 µM), without a hit: at the top dose activity change, negative = inhibition, most hits filed as inhibitors | 1.2% of 390,000 active; note: % is set by controls: 0 for no effect and ±100 for the full control effect
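Fluorescent replication assay: 50 nM final substrate added after a 15 min room-temperature compound preincubation with 10 nM enzyme. Signal taken at 0 min and again at 10 min.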
JMJD2A Tudor inh: JMJD2A Tudor domain (human) inhibition | AlphaScreen JMJD2A-Tudor / H3K4me3 peptide binding | 4.4% of 390,000 active | Potency, µM (titrated, usually from 114 µM), without a hit: at the top dose activity change, negative = inhibition, most hits filed as inhibitors | O75164; note: % is set by controls: 0 for no effect and ±100 for the full control effect; nearly all actives have a fitted effect of over 50% in size
BAZ2B inh: BAZ2B (human) inhibition; Q9UIF8; AlphaScreen BAZ2B-H3K14Ac peptide displacement; Potency, µM (titrated, usually from 114 µM), without a hit: top-dose activity change, negative = inhibition, usual class: inhibitors; 4.4% of 360,000 active; AID 504333; note: % is set by controls: 0 for no effect and ±100 for the full control effect; nearly all actives have a fitted effect of over 60% in size
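AlphaScreen displacement of biotin-H3(5-23)K14Ac peptide (50 nM final) from BAZ2B (50 nM final) in PBS pH 7.4, 0.01% Tween-20; complex preformed 30 min RT, then compounds (top 110 uM) 30 min RT, beads 20 min dark.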
APE1 inh: inhibitors of human APE1 endonuclease | AID 2517 | 0.35% of 350,000 active | Potency, µM (highest dose often 65.8 µM), for the others: at the highest dose activity change, negative = inhibition, hits mostly inhibitors | recombinant APE1, TAMRA/BHQ-2 abasic DNA cleavage fluorescence;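 note: plate controls were vehicle for no effect and reference inhibitor for full effect; nearly all actives have a fitted effect of over 55% in size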
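Compound pre-exposure to 0.75 nM APE1, 15 min at ambient temperature. Reaction initiated with 50 nM TAMRA/BHQ-2 THF substrate, read immediately in kinetic mode, 525 nm excitation, 598 nm emission.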
POLB inh: inhibitors of human DNA polymerase beta; Potency, µM (doses to about 114 µM), inactives show at the top dose activity change, negative = inhibition, usual class: inhibitors; 1.3% of 340,000 active; P06746; Pol beta primer extension/strand displacement, fluorescence kinetic; note: % is set by controls: 0 for no effect and ±100 for the full control effect
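10 nM enzyme + cpd, 15 min RT; start with substrate 50 nM final; read 0 min and after 10 min RT. Corrected, normalized data; 4-parameter Hill curve fit.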
Pol kappa inh: blocks human DNA polymerase kappa activity; Potency, µM (highest dose often 107 µM), for the others: at the highest dose activity, negative = inhibition, actives largely listed as inhibitors; AID 588579; Q9UBT6; 0.53% of 400,000 active; purified Pol kappa, fluorescent DNA synthesis assay, 10 min; note: % is set by controls: 0 for no effect and ±100 for the full control effect
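10 nM Pol kappa was preincubated with compounds for 15 min at room temperature. Reaction started with 50 nM (final) substrate. Fluorescence read kinetically at 0 and 10 min.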
G9a inh: inhibitors of human histone lysine methyltransferase G9a. G9a H3K9 monomethylation, AlphaScreen, 2 h. Potency, µM (series often up to 102 µM), for inactives: at the top dose activity, negative = inhibition, hits mostly inhibitors. 8.8% of 350,000 active. AID 504332; note: % is set by controls: 0 for no effect and ±100 for the full control effect; nearly all actives have a fitted effect of over 75% in size
Target sequence (Q96KQ7 913-1193 limits assumed): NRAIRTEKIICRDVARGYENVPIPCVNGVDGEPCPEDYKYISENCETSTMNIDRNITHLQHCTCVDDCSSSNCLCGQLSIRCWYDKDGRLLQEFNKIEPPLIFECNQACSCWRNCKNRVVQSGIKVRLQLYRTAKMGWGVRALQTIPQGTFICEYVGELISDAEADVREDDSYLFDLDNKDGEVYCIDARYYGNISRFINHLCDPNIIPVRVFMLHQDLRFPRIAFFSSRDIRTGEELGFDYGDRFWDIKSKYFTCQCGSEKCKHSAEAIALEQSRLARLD
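Quantitative HTS format: methyltransferase activity on a biotin-tagged H3K9 peptide is measured by AlphaScreen, using a rabbit anti-monomethyl-H3K9 antibody with streptavidin donor and anti-IgG acceptor beads. Final levels are 20 nM enzyme, 500 nM peptide, 20 uM SAM; 2 h RT.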
Pol iota inh: blocks human DNA polymerase iota activity; Q9UNA4; Pol iota fluorescent replication assay, 10 min; Potency, µM (series often up to 115 µM), for the others: at the top dose activity, negative = inhibition, usual class: inhibitors; 1% of 390,000 active; AID 588590
Target sequence (Q9UNA4 whole entry, looked up): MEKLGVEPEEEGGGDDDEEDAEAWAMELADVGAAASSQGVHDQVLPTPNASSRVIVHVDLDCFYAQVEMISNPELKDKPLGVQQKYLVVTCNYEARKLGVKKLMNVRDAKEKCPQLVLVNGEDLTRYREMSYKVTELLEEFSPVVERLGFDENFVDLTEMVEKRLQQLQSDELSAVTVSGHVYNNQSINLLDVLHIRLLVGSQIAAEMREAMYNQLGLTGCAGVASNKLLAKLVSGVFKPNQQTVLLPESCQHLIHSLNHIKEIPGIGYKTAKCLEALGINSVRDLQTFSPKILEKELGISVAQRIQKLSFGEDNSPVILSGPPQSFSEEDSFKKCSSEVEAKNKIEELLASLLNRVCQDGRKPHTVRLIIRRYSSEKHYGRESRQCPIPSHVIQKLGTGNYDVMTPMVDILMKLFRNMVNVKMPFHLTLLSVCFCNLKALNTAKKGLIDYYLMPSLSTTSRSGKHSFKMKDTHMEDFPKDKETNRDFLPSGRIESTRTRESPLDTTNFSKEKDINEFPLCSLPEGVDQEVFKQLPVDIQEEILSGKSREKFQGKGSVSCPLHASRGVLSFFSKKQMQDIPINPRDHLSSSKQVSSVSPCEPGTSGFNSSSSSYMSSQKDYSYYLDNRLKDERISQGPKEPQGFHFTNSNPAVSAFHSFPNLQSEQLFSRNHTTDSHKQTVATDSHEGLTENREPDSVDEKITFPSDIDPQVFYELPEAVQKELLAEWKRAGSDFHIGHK
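Fluorescent replication assay read twice, at 0 min and 10 min after adding 50 nM (final) substrate. Enzyme (10 nM) and compounds were first incubated 15 min at room temperature; enzyme-free buffer wells were negative controls.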
BLM inh: blocks DNA unwinding by human BLM helicase. recombinant BLM DNA unwinding, fluorescence dequenching. P54132. 0.2% of 350,000 active. Potency, µM (top dose mostly 56.1 µM), for inactives: top-dose activity change, negative = inhibition, most hits filed as inhibitors. AID 2528;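 note: plate controls were vehicle for no effect and no enzyme for full effect; nearly all actives have a fitted effect of over 35% in size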
* = called active by the depositor; ? = inconclusive; · = not tested or not shown; & = joins results of further samples; [ ] = dose if it differs, or a comment. Calls come from the whole dose curve; as a rule, active = well fitted curve in the direction sought with a large enough effect; inconclusive = small, poorly fitted or top-dose-only effect, or another doubt; inactive = no such curve, though single readings can be large; an effect the other way counts as inactive or inconclusive. Potency is the fitted concentration of half-maximal effect. Not all compounds are listed, so the mix of outcomes need not match the whole.

SMILES | JMJD2A Tudor inh | Pol kappa inh | POLH inh | BAZ2B inh | G9a inh | APE1 inh | Pol iota inh | POLB inh | BLM inh
Cc1nc(C)c(-c2ccc(SCc3ccc(Cl)cc3)nn2)s1 | 19% | -4% | -20% | -10% | 9% | 31% | 56%[activator] | 3% | -7%
O=C1[C@H]2[C@H](C=CC[C@H]2C(=O)N2CCN(c3ccccc3)CC2)CCN1Cc1ccccc1 | -15% | -8%&-3% | -11% | · | · | · | 15%&20% | · | ·
N#Cc1nc(-c2ccc(COc3ccc(Cl)cc3)o2)oc1N1CCN(c2ccccc2)CC1 | -17% | 2% | -6% | -8% | -8%[59 µM] | · | 23% | -1% | -3%
COc1ccc(OC)c(C2C3=C(CC(C)(C)CC3=O)Nc3nnnn32)c1 (configuration not stated) | -12% | -21% | -10% | -3% | 34%[59 µM] | 5% | 0% | 3% | 2%
CCOc1ccc(C=Nc2cccc3ncccc23)cc1 | -1% | -10% | -18% | -1% | ? | -1% | 72%[activator] | 29% | -16%
NCCCCCc1nnc(SCc2cccc(Cl)c2)o1 | -7% | -11% | -22% | 7% | -25% | 3% | -2% | 24% | 4%
CC1CCCCN1CCCNc1ccc(C(CC(N)=O)NC(=O)Cc2cccc3ccccc23)cc1[N+](=O)[O-] (configuration not stated) | -22% | -7% | -9% | -10% | · | -6% | 15% | -16% | 4%
O=C(CCSCCC(=O)Nc1ccccc1F)Nc1ccccc1F | -12% | -7% | -6% | 1% | ? | -2% | 17% | -1% | 2%
CCOc1ccccc1NS(=O)(=O)c1ccc2[nH]c3c(c2c1)CCCCC3 | ? | -3% | -6% | -19%[57.1 µM] | ? | · | 5% | -4% | -4%
COCCn1cc(C(=O)NCCCN2CCC(C)CC2)c2c3ccccc3n(C)c2c1=O | -5% | -9% | -5% | 11% | 23%[12.7 µM] | -1% | 2%[58.9 µM] | 0% | 5%
Cc1cc(C)nc(Nc2n[nH]c(C)n2)n1 | -6% | -5% | -23% | -20% | 5% | 3% | 19% | -18% | 3%
CC(=O)N1N=C(c2ccc(NS(=O)(=O)c3ccccc3)cc2)CC1c1ccco1 (configuration not stated) | ? | -9% | -2% | ? | 25%[2.33 µM] | 3% | -24% | · | ·
CC(=O)c1cccc(NC(=O)c2ccc(CN3CCc4ccccc4C3)cc2)c1 | -24% | 1% | -18% | ? | 9% | 22% | ? | 21% | -4%
Cc1cc(O)c(C(=O)Cc2csc(C)n2)c(O)c1 | -10% | 3% | -4% | -12% | -9%[59 µM] | -6% | 24% | 12% | -6%
N#CCCN(Cc1ccccc1)C(=S)Nc1ccccc1 | -26%[57.1 µM] | 3% | -16% | 9% | 5%[59 µM] | 18% | -2% | 37% | 3%
COc1ccc(N(CC(=O)NCCc2ccc(Cl)cc2)S(=O)(=O)c2c(C)[nH]c(=O)[nH]c2=O)cc1 | -15% | 9% | 3% | -1% | -25% | 3% | 13% | 2% | -13%
N#CCN1C(=O)C(=O)N(Cc2cccc(Cl)c2)C1=O | -10% | -3% | -4% | -36% | -49% | 49% | -10% | 9% | -3%
COC(=O)c1ccc(C(=O)NC(=S)Nc2ccc3nc(SC)sc3c2)cc1 | -11% | -3% | ? | -3% | -26%[59 µM] | 2% | 6% | 34% | -18%
CCN1CCN(CCCNC(=O)Cn2c(-c3cccs3)cc3cc(F)ccc32)CC1 | -24% | -10% | -12% | -11% | -41%[59 µM] | · | 27% | 4% | -5%
Cc1ccc(Cc2c(C)nc3nc(SCC(=O)NCCCN4CCCCC4)nn3c2C)cc1 | -12% | 2% | 10% | 0% | 14% | -2% | 112%[activator] | 32% | 8%
CCCc1nnc(SCC(=O)NC2CCCC2)n1CCOC | -12% | -3% | -20% | -24% | 2% | 76%[activator] | 30% | -15% | -2%
COc1ccc(CCC(=O)NNC(=O)c2ccc(F)cc2)cc1 | 5% | -15% | ? | 4% | 17% | 26% | 44%[activator] | 32% | -1%
COc1ccc(N2C(=O)CSC(c3ccccc3)C2=O)cc1 (configuration not stated) | -5%[57.1 µM] | 7% | -11% | -8% | -51%[59 µM] | 3% | 16% | 1% | -20%
Cc1cc2cc3c(cc2nc1SCC(=O)N1CCCC1)OCCO3 | -10% | 1% | -14% | -2% | 7% | -8% | 120%[activator] | 52% | -2%
C=CC[C@@H](CC(=O)OC(C)(C)C)C(=O)OC[C@@H]1CCCN1C(=O)[C@@H](CC=C)CC(=O)N(CCO)Cc1ccccc1 | -11% | -6% | ? | · | · | 14% | -17% | · | ·

Reformatted with two lines to a compound: part of the list above
Below each SMILES: JMJD2A Tudor inh, Pol kappa inh, POLH inh, BAZ2B inh, G9a inh, APE1 inh, Pol iota inh, POLB inh, BLM inh
O=C1[C@H]2[C@H](C=CC[C@H]2C(=O)N2CCN(c3ccccc3)CC2)CCN1Cc1ccccc1
    -15%, -8%&-3%, -11%, ·, ·, ·, 15%&20%, ·, ·
N#Cc1nc(-c2ccc(COc3ccc(Cl)cc3)o2)oc1N1CCN(c2ccccc2)CC1
    -17%, 2%, -6%, -8%, -8%[59 µM], ·, 23%, -1%, -3%
COc1ccc(OC)c(C2C3=C(CC(C)(C)CC3=O)Nc3nnnn32)c1 (configuration not stated)
    -12%, -21%, -10%, -3%, 34%[59 µM], 5%, 0%, 3%, 2%
CCOc1ccc(C=Nc2cccc3ncccc23)cc1
    -1%, -10%, -18%, -1%, ?, -1%, 72%[activator], 29%, -16%
NCCCCCc1nnc(SCc2cccc(Cl)c2)o1
    -7%, -11%, -22%, 7%, -25%, 3%, -2%, 24%, 4%
CC1CCCCN1CCCNc1ccc(C(CC(N)=O)NC(=O)Cc2cccc3ccccc23)cc1[N+](=O)[O-] (configuration not stated)
    -22%, -7%, -9%, -10%, ·, -6%, 15%, -16%, 4%
O=C(CCSCCC(=O)Nc1ccccc1F)Nc1ccccc1F
    -12%, -7%, -6%, 1%, ?, -2%, 17%, -1%, 2%
CCOc1ccccc1NS(=O)(=O)c1ccc2[nH]c3c(c2c1)CCCCC3
    ?, -3%, -6%, -19%[57.1 µM], ?, ·, 5%, -4%, -4%
COCCn1cc(C(=O)NCCCN2CCC(C)CC2)c2c3ccccc3n(C)c2c1=O
    -5%, -9%, -5%, 11%, 23%[12.7 µM], -1%, 2%[58.9 µM], 0%, 5%
Cc1cc(C)nc(Nc2n[nH]c(C)n2)n1
    -6%, -5%, -23%, -20%, 5%, 3%, 19%, -18%, 3%
CC(=O)N1N=C(c2ccc(NS(=O)(=O)c3ccccc3)cc2)CC1c1ccco1 (configuration not stated)
    ?, -9%, -2%, ?, 25%[2.33 µM], 3%, -24%, ·, ·
CC(=O)c1cccc(NC(=O)c2ccc(CN3CCc4ccccc4C3)cc2)c1
    -24%, 1%, -18%, ?, 9%, 22%, ?, 21%, -4%
Cc1cc(O)c(C(=O)Cc2csc(C)n2)c(O)c1
    -10%, 3%, -4%, -12%, -9%[59 µM], -6%, 24%, 12%, -6%

The list continues:
SMILES | JMJD2A Tudor inh | Pol kappa inh | POLH inh | BAZ2B inh | G9a inh | APE1 inh | Pol iota inh | POLB inh | BLM inh
COc1ccc(-c2cnnn2-c2ccc(N)cc2)cc1OC | -21% | -9% | -13% | -21% | ? | -1% | 0% | -7% | 0%
O=C1NC(Cc2ccc(O)cc2)c2nc3cc(Cl)ccc3c(=O)n2-c2cc(Cl)ccc21 (configuration not stated) | -35% | 9% | -14% | · | · | · | 38%[activator] | · | ·
CCN1CCSc2ccc(C(=O)NCc3ccc(OC)cc3)cc21 | -13% | -12% | -19% | -33% | -26%[59 µM] | · | 1% | 9% | 0%
CC(C(=O)Nc1cccnc1)N1C(=O)c2ccccc2C1=O (configuration not stated) | -7% | 3% | 5% | 2% | -4%[59 µM] | 3% | 1% | -3% | -2%
CC(=O)Nc1ccc2c(c1)OCCOCCOc1cc(NC(C)=O)ccc1OCCO2 | -14% | -9% | -6% | -16% | 50µM* | -1% | 12% | 3% | -10%
COc1ccc(CCN(C)CC(O)COC(c2ccc(F)cc2)c2ccc(F)cc2)cc1OC (configuration not stated) | -34% | -3% | -16% | -26% | -43% | -8% | -15% | 0% | 2%
COc1ccc(S(=O)(=O)NCC(c2cccnc2)N2CCN(C)CC2)cc1C (configuration not stated) | -8% | -4% | 0% | 0% | 3%[59 µM] | 0% | 2% | 17% | -4%
O=C(NCCc1ccccc1)c1ccc2c(c1)N(Cc1ccccc1)CCS2 | -19% | -7% | -9% | -2% | 43%[activator] | -13% | 11% | 8% | -6%
COc1ccc(NC(C)=O)c2nc(C)c(C)nc12 | -2% | 3% | -8% | 35%[activator] | 26%[59 µM] | 4% | 4% | 4% | 0%
CC(C)CCNc1nc2c(S(=O)(=O)c3ccc(Br)cc3)nnn2c2ccsc12 | -16% | 6% | -13% | 5% | 16%[59 µM] | · | 24% | 0% | -8%
O=[N+]([O-])c1cccc(-c2cn3ccccc3n2)c1 | 0% | -6% | -16% | -11% | 0% | 4% | ? | -2% | -9%
CC1=C(C(=O)OC(C)C)C(c2ccccc2)NC(=O)N1C (configuration not stated) | 4% | 8% | -17% | 17% | · | -5% | -6% | 1% | -3%
COc1cc(OC)cc(C(=O)NC2CCSc3ccccc32)c1 (configuration not stated) | -29% | 0% | -9% | -13% | ? | 11% | -12% | 37% | 2%
O=C(Nc1cc(C(F)(F)F)ccc1N1CCOCC1)c1ccncc1 | -4% | 5% | -8% | · | · | -4% | 34%[activator] | · | ·
O=C(CSC1=NS(=O)(=O)c2cc(F)ccc2N1)Nc1cccc(F)c1 | -12% | -4% | -8% | 2% | -1% | 6% | -16% | · | ·
O=C(Nc1ccc(C(=O)N2CCOCC2)cc1)c1cc(-c2cccnc2)nc2ccc(Cl)cc12 | -12% | -10% | 8% | -19% | 33%[activator][12.7 µM] | -3% | 38% | -9% | -7%
COc1ccccc1N1C(=O)C2C(c3ccccc3F)NN(C(=O)c3ccc(C)cc3)C2C1=O (configuration not stated) | -16% | -17% | -1% | -3% | 20µM* | 3% | ? | 13% | 4%
COc1ccccc1NS(=O)(=O)c1cccc(NC(=O)c2sc3ccccc3c2Cl)c1 | -21% | -5% | -5% | ? | -17% | 6% | 159%[activator] | 10% | -10%
CCCC(=O)NC(=S)Nc1cccc(NC(=O)c2ccccc2Cl)c1 | ? | -18% | -21% | -6% | -14%[59 µM] | -2% | 17% | 16% | -5%
